Screens: PubChem BioAssay, The Scripps Research Institute Molecular Screening Center
PME-1 inh – blocks human protein phosphatase methylesterase 1; recombinant PME-1, FP-Rh probe fluorescence polarization; AID 2130; Q9Y570; inhibition, % at 5.9 µM; 320,000 compounds, 0.53% hits;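 active = inhibition above the campaign mean of all compounds plus 3 SD, cut at about 26% in these data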;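 note: competitive labeling of PME-1 active site by serine hydrolase directed probe; 0% = PME-1 with DMSO and 100% = wells lacking PME-1 enzyme; inhibitors block probe labeling so polarization falls and inhibition rises; many of its hits are not listed in these tables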
LYPLA2 inh – LYPLA2 (human) inhibition in PME1 counter-screen; O95372; recombinant LYPLA2, FP-Rh probe fluorescence polarization; inhibition, % at 5.9 µM; 320,000 compounds, 0.38% hits; AID 2177;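 active = inhibition above the screen-wide mean plus 3 SD, limit set per campaign, cut at about 26% in these data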;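 note: 0% = LYPLA2 with DMSO and 100% = wells lacking LYPLA2 enzyme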
PAFAH2 inh – PAFAH2 (human) inhibition | AID 492956 | recombinant PAFAH2, FP-rhodamine activity probe, fluorescence polarization | 340,000 compounds, 0.99% hits | inhibition, % at 3.39 µM;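 active = inhibition above the mean over all tested compounds plus 3 SD, cut at about 30% in these data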;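 note: inhibitors block probe labeling of enzyme so polarization drops; 0% = enzyme with DMSO and 100% = wells lacking PAFAH2 protein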
PAFAH1B3 inh – PAFAH1B3 (human) inhibition; Q15102; recombinant PAFAH1B3, FP-rhodamine probe, fluorescence polarization; inhibition, % at 3.39 µM; 340,000 compounds, 0.28% hits;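 active = inhibition above the screen-wide average of all tested compounds plus 3 SD, cut at about 25% in these data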;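 note: 0% = enzyme with DMSO only and 100% = wells lacking PAFAH1B3 protein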
LYPLA1 counter – LYPLA1 (human) inhibition in PME1 counter-screen; O75608; recombinant LYPLA1, FP-Rh probe fluorescence polarization; inhibition, % at 5.9 µM; 320,000 compounds, 0.16% hits; AID 2174;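 active = inhibition above the mean of all tested compounds plus 3 SD, set per campaign, cut at about 14% in these data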;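 note: inhibitors block serine hydrolase probe labeling of LYPLA1 so polarization falls; 0% = enzyme with DMSO and 100% = wells lacking LYPLA1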
Target sequence (O75608 whole entry, looked up): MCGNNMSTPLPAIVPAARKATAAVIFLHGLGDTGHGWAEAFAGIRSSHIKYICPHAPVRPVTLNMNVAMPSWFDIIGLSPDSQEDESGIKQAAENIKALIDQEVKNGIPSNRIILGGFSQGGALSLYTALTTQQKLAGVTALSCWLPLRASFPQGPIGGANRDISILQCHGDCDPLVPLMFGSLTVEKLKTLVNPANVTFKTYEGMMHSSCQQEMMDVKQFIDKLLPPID
GSTO1 inh – counter-screen for RBBP9 inhibitors: inhibitors of human GSTO1; recombinant GSTO1, activity-based probe fluorescence polarization; inhibition, % at 5.96 µM; 300,000 compounds, 1.1% hits;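 active = inhibition above the campaign mean inhibition plus 3 SD, cut at about 35% in these data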;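 note: 0% = GSTO1-1 with DMSO and 100% = wells lacking GSTO1-1 enzyme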
pPAFAH inh – pPAFAH (human) enzyme inhibition. 330,000 compounds, 1.5% hits. recombinant pPAFAH, FP-rhodamine probe fluorescence polarization. inhibition, % at 3.39 µM;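 active = inhibition above the mean inhibition across the screen plus 3 SD, cut at about 25% in these data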;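 note: inhibitors block binding of the rhodamine activity-based probe so polarization drops; 0% = enzyme with DMSO and 100% = wells lacking pPAFAH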
Target sequence (Q13093 whole entry, looked up): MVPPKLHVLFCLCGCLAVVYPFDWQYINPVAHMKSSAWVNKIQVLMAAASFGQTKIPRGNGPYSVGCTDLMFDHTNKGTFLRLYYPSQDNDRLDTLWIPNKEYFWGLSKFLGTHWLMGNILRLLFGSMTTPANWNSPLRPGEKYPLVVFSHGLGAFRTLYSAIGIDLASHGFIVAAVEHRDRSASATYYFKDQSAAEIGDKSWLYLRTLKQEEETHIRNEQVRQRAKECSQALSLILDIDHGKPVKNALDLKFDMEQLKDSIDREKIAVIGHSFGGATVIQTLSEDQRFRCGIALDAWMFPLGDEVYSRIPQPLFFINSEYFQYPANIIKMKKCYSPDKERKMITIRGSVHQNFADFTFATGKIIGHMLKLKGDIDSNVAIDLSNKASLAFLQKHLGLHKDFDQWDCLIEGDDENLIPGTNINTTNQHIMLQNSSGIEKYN
PAFAH1B2 FP inh – PAFAH1B2 (human) inhibition | P68402 | recombinant PAFAH1B2, FP-rhodamine activity probe, fluorescence polarization | inhibition, % at 3.39 µM | 340,000 compounds, 1.2% hits | AID 492953;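 active = inhibition above the mean of all tested compounds plus 3 SD, cut at about 24% in these data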;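 note: 0% = enzyme with DMSO and 100% = wells lacking PAFAH1B2; many of its hits are not listed in these tables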
Target sequence (P68402 whole entry, looked up): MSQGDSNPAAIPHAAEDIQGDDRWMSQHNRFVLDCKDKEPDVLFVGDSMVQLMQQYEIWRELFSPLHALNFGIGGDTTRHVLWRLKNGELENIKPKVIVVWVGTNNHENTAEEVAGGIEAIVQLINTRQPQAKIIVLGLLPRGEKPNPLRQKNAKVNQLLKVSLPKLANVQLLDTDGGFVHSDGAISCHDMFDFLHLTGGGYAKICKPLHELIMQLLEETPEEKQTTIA
PAD4 FP inh – inhibitors of human PAD4 | recombinant PAD4, RCA probe fluorescence polarization | inhibition, % at 6.36 µM | 330,000 compounds, 0.41% hits;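 active = percent inhibition above a cutoff equal to the mean of all tested compounds plus 3 SD, cut at about 15% in these data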;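 note: 0% = PAD4 with RCA probe and DMSO and 100% = probe without PAD4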
Active calls of the source: *; . = not tested or not shown.

SMILES	PME-1 inh	LYPLA2 inh	PAFAH2 inh	PAFAH1B3 inh	LYPLA1 counter	GSTO1 inh	pPAFAH inh	PAFAH1B2 FP inh	PAD4 FP inh
O=C1ON=C(c2ccccc2)/C1=C/c1ccc(O)cc1	3.2	2.1	-6.7	8.9	-1.0	8.9	4.7	2.5	0.8
C(=C\c1nc(-c2ccncc2)no1)/c1ccccc1	3.4	-0.7	3.5	3.3	0.8	-3.0	1.3	-2.4	-4.4
Cc1oc(-c2ccc(Cl)cc2)nc1CS(=O)CC(=O)NCc1cccs1 (stereo not given)	-0.4	2.6	2.8	5.8	-0.2	0.4	7.0	3.6	6.0
O=C(Nc1c(F)cc(F)cc1Br)c1cc(-c2ccccc2)on1	-7.0	3.2	-12.8	0.2	0.2	1.3	6.5	-0.8	1.2
CC1Cc2ccccc2N1C(=O)CCn1cccn1 (stereo not given)	-9.3	5.2	-2.0	2.5	-0.8	4.3	2.0	-2.8	0.2
COc1ccc(C(=O)N(C)C2(C)CCS(=O)(=O)C2)cc1OC (stereo not given)	-5.8	3.4	5.5	-1.1	1.3	12.5	3.5	2.3	-1.8
CCOC(=O)c1c(O)cc(C)[nH]c1=O	-6.2	-2.9	7.2	3.0	5.6	6.6	0.8	0.1	4.8
COc1cccc(CC(NC(C)=O)C(=O)NC2CCN(S(=O)(=O)c3ccc4ccccc4c3)CC2)c1 (stereo not given)	3.2	-4.4	9.2	0.8	-0.3	8.8	0.2	6.5	1.8
CCCN(C(=O)c1ccc(S(=O)(=O)N2CCCC2)cc1)C1CCS(=O)(=O)C1 (stereo not given)	0.5	-1.3	-5.4	4.9	0.5	.	-0.2	4.1	3.4
CCOc1cc(-c2c(C#N)c(N)nc3c2CCc2ccccc2-3)ccc1O	-3.6	4.7	-10.1	-5.7	-5.0	-24.0	0.0	1.1	-3.5
O=C(CSc1nnc(-c2ccco2)n1Cc1ccccc1)c1ccc(F)cc1	-4.0	-4.3	3.9	-0.9	-5.7	7.7	4.0	2.7	-6.6
CCOC(=O)/C=c1\s/c(=C(\C#N)C(=O)NC)n(-c2ccccc2)c1=O	-1.1	9.9	-8.4	6.0	-1.4	-4.0	2.5	-1.6	-1.8
O=C(NC(Cc1ccccc1)c1ccc2c(c1)OCCCO2)c1ccc(F)cc1 (stereo not given)	-6.0	-4.7	-11.6	4.9	-3.5	-7.1	4.9	0.7	4.5
CC(C)(C)NC(=S)NCCc1ccccc1	-1.3	3.3	-0.8	9.0	-0.5	3.5	0.6	14.2	-1.6
O=C(CN1C(=O)NC(Cc2c[nH]c3ccccc23)C1=O)Nc1ccccc1Br (stereo not given)	1.8	-7.6	6.7	2.0	-2.7	.	-1.5	2.7	-0.5
Clc1cc(Sc2ccc(Br)cc2)nnc1-c1ccccc1	4.2	14.0	-1.9	-2.0	3.6	-0.7	4.7	0.6	-1.5
CCOC(=O)C1CCCCN1C(=O)c1oc2c(Cl)cc(C)cc2c1C (stereo not given)	8.3	6.8	2.4	-3.0	-2.2	1.0	1.1	-5.1	-2.3
COc1ccc(-c2cc(C(=O)Nc3ccccc3)on2)cc1	-15.3	-6.6	2.1	9.2	-0.1	13.8	-5.1	0.9	1.6
CCc1ccccc1N1CC(C(=O)N2Cc3ccccc3CC2C(N)=O)CC1=O (stereo not given)	.	.	0.8	4.2	.	.	-1.1	3.5	0.2
COC(=O)c1ccc(C2C(C#N)=C(N)Oc3cc(C)n(C)c(=O)c32)cc1 (stereo not given)	2.4	0.6	0.6	-1.1	1.6	1.3	6.3	1.4	0.4
O=C(CN1CCN(c2ccccc2)CC1)NC(=O)NCc1ccccc1	5.1	3.1	-0.8	4.7	2.8	.	1.7	-1.5	3.4
CCOC(=O)N1CCC(N2CCN(CCC(C)C)C(CCO)C2)CC1 (stereo not given)	-2.7	-5.1	6.0	-6.1	-2.3	12.5	4.6	-3.3	-1.2
Cc1nc2ccc(NS(=O)(=O)c3ccc(F)c(C)c3)cc2[nH]1	5.3	5.2	-4.8	10.1	2.9	-3.5	2.9	1.1	-2.3
O=C1NC[C@H](c2ccccc2)N(CCc2cccc3ccccc23)C1=O	2.9	-1.8	-2.6	0.7	-8.2	2.2	6.5	6.3	-5.3
CC1(c2ccc(OC(F)F)cc2)NC(=O)N(CC(=O)Nc2ccc(S(N)(=O)=O)cc2)C1=O (stereo not given)	-8.7	-10.1	-11.3	-14.6	-8.2	-0.7	-2.0	-3.1	-0.1
CCCCCCc1cc2cc(C(=O)NCc3ccccc3)c(=N)oc2cc1O	-7.4	-7.0	-77.8	-63.8	-6.7	-11.8	1.4	-26.2	-4.1
CCC(C)NC(=O)CSc1nc2scc(-c3ccccc3)c2c(=O)[nH]1 (stereo not given)	1.6	-4.0	6.4	7.6	-0.5	-20.0	2.1	6.9	-1.0
CC(C)c1ccc(/C=C/C(=O)NCc2ccc(S(N)(=O)=O)cc2)cc1	-18.8	-9.4	6.0	5.4	-7.3	-5.4	7.8	11.8	-3.0
CCOC(=O)c1c(C)oc2ccc(O)c(CN3CCCCC3)c12	-4.9	1.1	-6.2	6.0	0.0	1.0	4.8	0.2	0.0
CC(=O)c1cc(CC=C(C)C)c(O)c(CC=C(C)C)c1O	2.5	-3.1	4.1	9.2	-2.1	-8.5	-3.4	4.2	-8.4
OCC[C@@H]1C[C@H](O)[C@@H](O)[C@@]2(Cc3ccccc3O2)O1	3.0	6.5	-2.0	3.0	-0.1	1.0	5.2	0.3	-4.2
COC(=O)CCC(=O)N1CCCC(C(=O)c2cc(F)ccc2F)C1 (stereo not given)	-1.4	0.5	1.3	-3.2	2.2	7.6	0.9	5.6	1.8
CN(CCC1CCCCO1)C(=O)c1cc(COc2ccc(F)cc2F)on1 (stereo not given)	4.5	5.5	-2.3	-5.3	8.3	-5.6	-0.5	5.3	0.0
Cc1ccc(C(OCC(O)CN2CCCCC2)c2ccccc2)cc1 (stereo not given)	2.5	-0.3	-2.3	6.1	-0.2	-2.4	-3.9	0.7	1.4
Cc1ccc(S(=O)(=O)N2CCN(C(=O)CSc3ccccn3)CC2)c(C)c1	-1.7	2.3	-2.6	0.3	0.2	0.5	2.6	-1.7	0.8
COc1ccc(C(C(=O)NC2CCCC2)N(C(=O)c2csnn2)C2CC2)cc1 (stereo not given)	-0.3	5.4	4.0	1.2	2.5	3.2	5.7	4.5	-3.1
Cc1c(C(=O)Nc2ccc(Cl)cn2)oc2ccccc12	13.6	-6.9	-2.2	2.8	-2.7	-0.2	-13.1	1.3	-2.1
COc1ccc(Br)cc1/C=N/NC(=O)c1cccnc1	1.0	3.0	5.6	5.9	-4.1	-1.0	2.1	0.6	6.0
Cc1cccc(NC(=S)NC(=O)CCc2ccccc2)c1C	-6.6	-3.1	4.2	7.1	-4.5	5.1	3.8	7.0	-1.4
CCOc1ccc2nc(CN3CCN(Cc4ccsc4)C(CCO)C3)ccc2c1 (stereo not given)	-1.0	6.7	0.4	0.8	0.4	10.6	2.0	1.4	-3.3
COC(=O)c1cnc(Oc2ccc(NC(=O)NC(=O)c3ccccc3Cl)cc2)cc1C(F)(F)F	-4.7	4.6	-6.4	-4.0	5.1	3.6	-5.0	-1.6	5.4
CCS(=O)(=O)N1CCC(C(=O)NCCC2=CCCCC2)CC1	1.7	9.7	2.4	7.6	1.4	5.8	8.7	3.3	-5.2
S=C(NCCc1c[nH]c2ccccc12)NC1CC1	-4.4	2.7	8.2	8.2	2.8	-8.9	1.2	-0.3	-4.3
CC(CO)NCC12CC3CC(CC(C3)C1)C2 (stereo not given)	-1.0	2.4	-2.3	8.6	1.8	-4.4	5.0	1.9	3.5
O=C(Nc1nnc(S(=O)(=O)N2CCCCC2)s1)c1cccc(Br)c1	2.1	-4.3	2.9	-5.0	-0.9	-244.5	5.0	-1.8	-0.7
COc1cc(NC(=O)c2cc3c(=O)n(C)c4ccccc4c3n2C)cc(OC)c1OC	-4.0	-9.9	4.7	4.6	-1.7	-5.5	-5.7	6.5	-3.8
COc1ccc(C(C)=O)cc1COc1nc(C)nc2ccccc12	3.0	2.2	6.7	3.5	-1.4	4.7	3.9	1.9	0.5
C/C(=N\NC(=O)OC(C)(C)C)c1cccc([N+](=O)[O-])c1	-7.0	1.2	1.7	2.1	0.7	6.5	1.9	2.7	0.4
Cc1ccc(S(=O)(=O)NCCCn2ccnc2)cc1	-3.0	-8.3	-0.2	12.4	-1.1	-0.1	-5.0	-0.3	-5.3
CCN(CC)S(=O)(=O)c1ccc(OCC(=O)NC2CCS(=O)(=O)C2)c([N+](=O)[O-])c1 (stereo not given)	0.6	4.2	0.5	12.2	-0.4	-1.2	-4.3	1.6	3.9
COc1ccc(C(C)(C)C)cc1NC(=O)CCCn1c(=O)oc2ccccc21	10.3	10.2	2.8	-1.6	1.7	-1.5	2.4	6.9	-0.1
CCCOC(=O)C1[C@H]2C(=O)N(Cc3ccco3)C[C@]23C=C[C@H]1O3 (stereo not given in full)	-2.3	4.9	12.9	-2.0	0.1	-5.2	5.5	3.7	-2.7
CCN(C(=O)COC(=O)CCc1ccccc1OC)c1c(N)n(Cc2ccccc2)c(=O)[nH]c1=O	5.0	-2.7	2.7	-0.5	3.7	-3.1	1.5	0.2	1.9
Cc1cccc2nc(CSc3ncccc3C(=O)O)cn12	-4.6	-0.1	8.8	13.6	-2.1	0.2	1.1	4.8	-0.1
CCOc1ccccc1N1CCN(CC(=O)N(C2CCCC2)C2CCS(=O)(=O)C2)CC1 (stereo not given)	-0.1	3.6	-3.1	-1.1	-2.3	.	1.6	-2.0	0.2
Cc1ccccc1OCc1occc1C(=O)Nc1cccc(-n2cnnn2)c1	-30.2	-31.9	-20.5	-7.7	-25.6	-7.5	-6.6	-6.1	0.1
COc1ccc(OC)c(S(=O)(=O)N2CCC(C(=O)Nc3cc(C)ccc3C)CC2)c1	3.9	8.9	2.2	-1.0	-0.1	0.6	3.5	2.2	-5.1
COc1cccc(C2Nc3ccc4ccccc4c3C3=C2C(=O)CC(C)(C)C3)c1OCC(=O)O (stereo not given)	-1.7	2.4	5.1	12.7	-1.2	-10.3	5.1	-2.3	-1.1
COc1ccccc1NC(=O)N1CCOCC1	-6.0	1.3	-6.7	5.5	-1.6	-2.8	3.6	-0.5	-2.0
COc1ccccc1-c1nnc(SCC(=O)O)n1-c1ccc(C)cc1	0.6	0.8	-0.7	6.3	-1.1	3.6	-3.9	6.7	0.0

Pulled by compound from above (3):
SMILES	PME-1 inh	LYPLA2 inh	PAFAH2 inh	PAFAH1B3 inh	LYPLA1 counter	GSTO1 inh	pPAFAH inh	PAFAH1B2 FP inh	PAD4 FP inh
COc1ccccc1NC(=O)N1CCOCC1	-6.0	1.3	-6.7	5.5	-1.6	-2.8	3.6	-0.5	-2.0
C/C(=N\NC(=O)OC(C)(C)C)c1cccc([N+](=O)[O-])c1	-7.0	1.2	1.7	2.1	0.7	6.5	1.9	2.7	0.4
CCCOC(=O)C1[C@H]2C(=O)N(Cc3ccco3)C[C@]23C=C[C@H]1O3 (stereo not given in full)	-2.3	4.9	12.9	-2.0	0.1	-5.2	5.5	3.7	-2.7

The list is partial, so the mix of outcomes need not match the whole.
